# SENP6 inh – SENP6 protease inhibitors, primary screen, biochemical, luminescence, uHTS. actives 1.8% (n = 330,000). Recombinant SENP6 catalytic domain, aminoluciferin luminescence. inhibition, % at 10 µM. Sentrin-specific protease 6 (Homo sapiens), Q9GZR1;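 active means inhibition above about 50% at the single tested dose, limit read from the data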;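 further: plate controls were DMSO wells with enzyme for no effect and DMSO wells lacking enzyme for full effect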
# Target sequence (Q9GZR1 628-1112 limits assumed): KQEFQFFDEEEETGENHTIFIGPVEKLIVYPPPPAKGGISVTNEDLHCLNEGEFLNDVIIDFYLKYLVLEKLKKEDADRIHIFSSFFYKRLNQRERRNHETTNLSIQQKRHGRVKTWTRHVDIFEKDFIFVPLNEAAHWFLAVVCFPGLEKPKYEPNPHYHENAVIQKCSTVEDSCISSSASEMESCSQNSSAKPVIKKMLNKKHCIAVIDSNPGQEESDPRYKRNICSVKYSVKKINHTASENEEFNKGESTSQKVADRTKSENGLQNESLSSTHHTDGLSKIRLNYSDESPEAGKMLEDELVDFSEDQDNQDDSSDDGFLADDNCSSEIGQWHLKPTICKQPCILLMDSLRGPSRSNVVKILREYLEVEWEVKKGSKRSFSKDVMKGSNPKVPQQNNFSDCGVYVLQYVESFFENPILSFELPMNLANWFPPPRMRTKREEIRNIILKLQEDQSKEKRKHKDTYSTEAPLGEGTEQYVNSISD
# MPTP inh – mitochondrial permeability transition pore inhibitors, primary screen, biochemical, isolated mouse mitochondria, absorbance; inhibition, % at 10 µM; actives 1.4% (n = 360,000); AID 602449, 2012; Ca2+ swelling absorbance, 30 min;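 active means inhibition of 50% or more, scaled per plate between neutral and stimulator controls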;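 further: 0% = DMSO wells given calcium and 100% = 1 mM EGTA wells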
# SENP8 inh – human SENP8 protease inhibitors, primary screen, biochemical, fluorescence, Nedd8 protein substrate, uHTS | actives 0.64% (n = 360,000) | AID 602440, 2012 | recombinant SENP8 | inhibition, % at 20 µM | Sentrin-specific protease 8 (Homo sapiens), Q96LD8; in the data active means inhibition mostly above about 40%, no sharp cut-off; inactive means mostly below about 27%
# Target sequence (Q96LD8 whole entry, looked up): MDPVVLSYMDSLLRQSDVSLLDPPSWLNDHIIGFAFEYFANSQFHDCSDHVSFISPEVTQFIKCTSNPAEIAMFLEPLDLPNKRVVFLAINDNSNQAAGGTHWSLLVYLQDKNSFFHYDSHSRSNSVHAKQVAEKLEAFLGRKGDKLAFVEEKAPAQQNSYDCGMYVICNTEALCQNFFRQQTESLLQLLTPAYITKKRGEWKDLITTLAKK
# PfG6PD inh – PfG6PD enzyme inhibitors, primary screen, biochemical, fluorescence intensity, uHTS | PfGluPho enzyme, NADPH resazurin-diaphorase fluorescence | actives 0.78% (n = 350,000) | glucose-6-phosphate dehydrogenase-6-phosphogluconolactonase (Plasmodium falciparum 3D7) | AID 504690, 2011 | inhibition, % at 20 µM;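 active means inhibition reaching at least a set limit at 20 µM in the primary screen, cut at about 59% in these data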;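 further: 0% = DMSO wells with substrate and 100% = DMSO wells lacking glucose-6-phosphate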
# SENP1 FRET inh – human SENP1 catalytic domain inhibitors, primary screen, biochemical, FRET, uHTS; actives 0.21% (n = 360,000); AID 624204, 2012; recombinant SENP1 catalytic domain, CyPet-SUMO1-YPet FRET cleavage; inhibition, % at 10 µM;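 active means inhibition at least 30% at 10 µM, raw YFP signal under a set limit, fluorescence ratio 0.5 to 1.5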;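 further: 0% = enzyme with DMSO and 100% = no enzyme wells; some results filed as inactive read as strong as hits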
#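 Material: hSENP1 catalytic domain, recombinant; medium: Tris pH 8 with BME, BSA, NP40 and catalase; compound: single concentration of 10 µM compound, 0.5% DMSO final; technique: FRET read of cyan and yellow fluorescence; timing: 50 min enzyme reaction, room temperature, light-protected; reagent: SFCypet-SUMO1-SFYpet substrate at 25 nM; control set: no-enzyme low, enzyme-DMSO high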
# NR3A LBD binder – binders of NR3A ligand-binding domain, primary screen, biophysical, differential scanning fluorimetry, uHTS; Glutamate receptor ionotropic, NMDA 3A (GRIN3A) ligand-binding domain; NR3A LBD differential scanning fluorimetry, Tm shift; 0% = protein alone, 100% = glycine-bound protein; Tm shift relative to glycine control, % at 25 µM; actives 2.5% (n = 340,000); AID 1259313, 2017;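 active means melting temperature shift of at least 10% of the positive control shift, at one fixed dose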
# ATG4B inh – ATG4B protease inhibitors, primary screen, biochemical, fluorescence, uHTS | ATG4B cleavage of LC3-PLA2, NBD-HPC fluorescence, 1 h | inhibition, % at 8.33 µM | actives 0.51% (n = 340,000) | AID 504462, 2011; in the data active means inhibition above about 40%
# Target sequence (Q9Y4P1 whole entry, looked up): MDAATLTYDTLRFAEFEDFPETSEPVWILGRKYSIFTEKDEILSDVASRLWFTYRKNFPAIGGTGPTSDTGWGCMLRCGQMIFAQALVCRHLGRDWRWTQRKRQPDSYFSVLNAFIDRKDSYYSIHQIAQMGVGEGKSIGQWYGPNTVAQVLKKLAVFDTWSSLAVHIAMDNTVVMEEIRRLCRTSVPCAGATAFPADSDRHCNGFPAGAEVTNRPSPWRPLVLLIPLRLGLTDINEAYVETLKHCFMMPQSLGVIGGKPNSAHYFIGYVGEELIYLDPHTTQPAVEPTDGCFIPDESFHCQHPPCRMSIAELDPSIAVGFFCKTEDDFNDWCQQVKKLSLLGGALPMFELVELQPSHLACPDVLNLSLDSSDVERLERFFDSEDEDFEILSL
# hIAP act – human IAP activators, primary screen, biochemical, luminescence, uHTS; Intestinal-type alkaline phosphatase (Homo sapiens), P09923; purified human IAP, CDP-Star luminescence, 30 min; active compounds read high; 1 = vehicle-only enzyme, 0 = enzyme-free background; activation factor at 10 µM; actives 0.16% (n = 330,000);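 active means activation factor of the enzyme at least 2-fold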; further: the source names both 10 and 20 µM as test concentration; values of inactives mirror those of a sister screen read the other way
# An asterisk follows results filed as active; nt = no result given.
SMILES,SENP6 inh,MPTP inh,SENP8 inh,PfG6PD inh,SENP1 FRET inh,NR3A LBD binder,ATG4B inh,hIAP act
COC(=O)C1=C(C)n2nnnc2NC1c1cc2ccccc2o1 (configuration not stated),-11,0.5,-11,9,-6,0,-10,0.89
Cc1ccc(C)c(S(=O)(=O)/N=C2\C=C(NS(=O)(=O)c3ccccc3)C(=O)c3ccccc32)c1,55*,15,73*,8,1,-3,-4,0.77
COC(=O)Nc1nnc(Cc2ccc(Cl)cc2)s1,1,0.1,19,-13,3,1,1,1
CCOC(=O)CC1(NC(=O)C2CCC(=O)N(CCc3ccc(OC)cc3)C2)CCCCC1 (configuration not stated),-15,1.5,11,-17,3,-1,-6,1.2
Cc1cc(NC(=O)CSc2nc3cc(Cl)ccc3o2)no1,-6,0.3,14,-3,-1,1,-1,1.3
COc1ccc(-c2nn(-c3ccccc3)cc2CO)cc1,-6,0.4,18,6,2,-39,-13,1.1
O=S(=O)(NCc1cn2ccccc2n1)c1cccs1,0,3.2,23,-16,2,-1,1,1
Cc1ccc(Cn2c(CCCO)nc3ccccc32)cc1,15,-0.8,8,-17,-5,0,-7,1
Cc1ccc(S(=O)(=O)NC2=NCN(CCOC(=O)c3ccccc3)CN2)cc1,4,-2.7,6,3,1,-1,-6,0.93
CS(=O)(=O)N(CC(=O)N1CCN(c2ccccc2F)CC1)c1cccc(C(F)(F)F)c1,-9,0.6,10,2,4,1,-14,0.91
CCCn1c(N)c(N(CCOC)C(=O)COC(=O)CSc2cc(C)c3ccccc3n2)c(=O)[nH]c1=O,-6,-1.2,-1,12,0,0,1,1.1
O=S(=O)(O)c1ccc(Cl)c(Cl)c1,nt,-1.1,9,-10,3,-1,-1,nt
Cc1ccc(NC(=O)CN2C(=O)S/C(=C\c3ccccn3)C2=O)cc1,2,1.5,5,6,-3,0,-10,0.91
COc1ccc(NC(=O)c2ccc3c(c2)C(=O)N(Cc2cccnc2)C3=O)c(OC)c1,-5,-0.9,18,-16,0,0,3,1.2
CN(C)c1ccc(/C=C/c2cc[n+](C)cc2)cc1,-5,5.5,31,0,93,-1,4,0.88
COC(=O)c1ccc(C(=O)OC)c(NC(=S)N2CCN(c3ccc(F)cc3)CC2)c1,-5,-0.7,-243,4,-22,-1,-3,1.1
COc1ccc(-c2noc(CNC(=O)c3ccoc3C)n2)cc1,-13,0.4,-7,-12,-2,2,-7,1
COC(=O)c1n[nH]n(-c2ccc(F)c(Cl)c2)c1=O,-2,2.8,2,-13,1,1,-11,1
CCOc1ccc(OCC)c(-c2c(=O)n(OCc3ccc(Cl)cc3)c3ccccc3[n+]2[O-])c1,-6,0.8,18,25,2,0,-5,1
O=c1[nH]cnc2nn(-c3ccccc3)nc12,1,-0.2,-255,-3,2,-1,3,1.1
C/C(=N\NC(=O)c1ccccc1Br)c1ccc(N2CCOCC2)cc1,15,0.8,2,4,0,0,-7,1.1
Cc1ccc(S(=O)(=O)N2CCc3ccccc3C2)cc1,20,0.0,3,-11,-2,0,4,0.89
CCOC(=O)N1CCN(C(=S)Nc2ccccc2C)CC1,8,-0.6,16,0,0,-9,0,0.98
C=C1C(=O)OC2CC1C(O)CC(C)=CCCC(C)=CC(O)CC2C (configuration not stated),nt,-1.5,23,14,-1,4,-10,nt
O=C(Nc1cccc(-n2cnnn2)c1)c1ccoc1COc1ccc(Cl)cc1,-13,3.3,12,2,0,21*,-5,1.2

# (list continues)
SMILES,SENP6 inh,MPTP inh,SENP8 inh,PfG6PD inh,SENP1 FRET inh,NR3A LBD binder,ATG4B inh,hIAP act
C[C@@H]1CC[C@]2(O[C@H](CCO)C[C@@H](O)[C@@H]2O)O1,-13,0.1,14,-16,2,0,7,0.99
COc1ccccc1C(=O)NNC(=O)C(=O)Nc1ccc(C)c(Cl)c1,-4,20,2,-32,0,-1,8,1.4
C(=C\c1ccco1)/C=N/n1cnnc1,-10,-0.2,8,-5,3,3,6,1
COc1ccc(C(=O)NCc2nnc(SCC(=O)NC3CCCCC3)n2C)cc1,-11,-0.5,8,-4,1,0,-3,1.1
CCOc1ccccc1NC(=O)CN(c1ccc(OC)cc1OC)S(=O)(=O)c1ccccc1[N+](=O)[O-],15,4.3,6,10,0,2,-13,1
Cc1nc2c(sc3nc(N4CCOCC4)c4c(c32)CC(C)(C)OC4)c(-c2ccccc2)c1C(=O)O,-12,2.9,-425,-20,-33,-4,1,1.1
N#Cc1ccsc1NC(=O)c1cnccn1,-6,-2.2,16,-12,0,0,7,1
Cc1nc2ccc(Nc3nc4cc(S(=O)(=O)N5CCOCC5)ccc4o3)cc2s1,-12,0.6,-57,93*,-21,0,-6,0.95
O=C(Oc1ccc(/C=N/NC(=O)c2ccco2)cc1)c1ccccc1,20,0.7,20,-7,2,-2,5,1
CN(Cc1cccc(Cl)c1Cl)C(=O)c1cccc(S(=O)(=O)N2CCN(Cc3ccccc3)CC2)c1,-10,12,8,7,3,1,20,1
COc1ccc2[nH]c3c(c2c1)CCN1C(=O)C(CC(=O)NCCC2=CCCCC2)C[C@H](C(=O)N2CCOCC2)[C@@]31C (some centres not stated),nt,-1.9,4,3,5,0,nt,nt
N=C(N)SCc1ccc(O)c([N+](=O)[O-])c1,5,2.1,15,-8,2,0,-2,0.88
O=C1/C(=C/c2ccncc2)SC(=S)N1Nc1ccccc1,-25,6.3,36,8,1,-2,-4,1
CCOC(=O)c1sc(NC(=S)NC(=O)c2cccc(Cl)c2)c(C(=O)OCC)c1C,-6,24,20,-17,1,-2,1,0.95
COc1ccc(-c2nc(C#N)c(N3CCc4ccccc4C3)o2)cc1OC,0,5.8,-306,-1,1,-6,1,0.84
COc1cccc(N=Nc2c(N)[nH][nH]c2=O)c1,0,0.0,38,6,2,1,-15,0.95
COc1ccc(NC(=O)c2sc3nc(N4CCCC4)c4c(c3c2N)CC(C)(C)OC4)cc1,11,-0.3,-324,32,-14,1,-8,1.1
CCCCOC(=O)Nc1nnc(-c2ccccc2OC)s1,3,2.3,-105,-7,2,2,-5,1
Cc1c(C(=O)N2CCCCC2)oc2ccccc12,4,0.4,15,-9,3,1,2,0.99
CCn1ccnc1CN1CCC(CO)(CCOc2ccccc2)CC1,8,1.1,4,11,2,-2,-14,1
Cc1c(NC(=O)CC(=O)Nc2c(C)n(C)n(-c3ccccc3)c2=O)c(=O)n(-c2ccccc2)n1C,-21,1.4,-5,0,3,0,2,1.2
Cc1ccc(CC(=O)O/N=C(\N)c2ccncc2)cc1,4,-0.7,7,-13,4,0,-7,1.2
COc1ccc(C2CC(c3cccc(OC)c3OC)n3nnnc3N2)cc1 (configuration not stated),-11,1.9,8,7,-2,1,6,1.1
Cc1ccc(S(=O)(=O)CCC(=O)OCC(=O)NCCc2ccc(F)cc2)cc1,5,-1.3,9,-4,3,0,-5,0.91
CC(C)(CNC(=O)C1c2ccccc2-c2ccccc21)N1CCOCC1,-1,-1.2,29,10,1,1,-3,0.87

# Arranged by molar mass (smallest number first): part of the list above
SMILES,SENP6 inh,MPTP inh,SENP8 inh,PfG6PD inh,SENP1 FRET inh,NR3A LBD binder,ATG4B inh,hIAP act
COc1cccc(N=Nc2c(N)[nH][nH]c2=O)c1,0,0.0,38,6,2,1,-15,0.95
O=S(=O)(NCc1cn2ccccc2n1)c1cccs1,0,3.2,23,-16,2,-1,1,1
Cc1ccc(S(=O)(=O)NC2=NCN(CCOC(=O)c3ccccc3)CN2)cc1,4,-2.7,6,3,1,-1,-6,0.93
CCOc1ccc(OCC)c(-c2c(=O)n(OCc3ccc(Cl)cc3)c3ccccc3[n+]2[O-])c1,-6,0.8,18,25,2,0,-5,1

# Other compounds follow:
SMILES,SENP6 inh,MPTP inh,SENP8 inh,PfG6PD inh,SENP1 FRET inh,NR3A LBD binder,ATG4B inh,hIAP act
CCCn1c(N)c(N(CCOC)C(=O)c2cccc(F)c2)c(=O)[nH]c1=O,-12,-1.4,16,-7,1,-3,11,1
COc1ccc(/C=C/C(=O)NCCc2c[nH]c3ccccc23)cc1OC,-11,-0.1,-14,33,0,-9,-13,1.2
COc1cc(/C=C(\C#N)C(=O)NCC2CCCO2)cc(OC)c1OC (configuration not stated),8,0.6,-8,-9,0,-1,-6,1.2
CCCNC(=O)COC(=O)c1ccc(N2CCCC2)c([N+](=O)[O-])c1,-26,-1.8,12,0,1,-3,14,1.1
O=C(N/N=C/c1cc(Br)ccc1O)Nc1ccccc1,-11,99*,-403,-11,-132,28*,-13,0.99
Cc1ccccc1N(CC(=O)N/N=C/c1cc(C)n(-c2ccccc2C)c1C)S(C)(=O)=O,-14,4.1,5,18,-1,-7,-12,0.94
COc1ccccc1NC(=O)Nc1nc2ccc(S(N)(=O)=O)cc2s1,18,-1.0,-4,-16,-6,20*,-13,0.97
Cc1ccc2cc3c(=O)n(C)cc(C=O)c3nc2c1,nt,1.6,-146,1,-8,2,-3,nt
COc1ccc(/C=C(/NC(=O)c2ccccc2)C(=O)N2CCCCC2)cc1OC,-15,-1.1,-4,-6,-20,-3,-8,1.3
Cc1cc(C)c2nc(N(CCCN(C)C)C(=O)c3ccc(S(=O)(=O)N4CC(C)OC(C)C4)cc3)sc2c1 (configuration not stated),-6,5.6,18,-2,2,-3,-2,1.1
CCN1CCN(CC(=O)Nc2ccc(C(C)=O)cc2)CC1,-18,-0.2,10,3,3,-2,3,1
CCc1ccc(C2C(C#N)=C(N)SC(N)=C2C#N)cc1,-50,74*,-42,27,-18,1,13,0.83
Cc1cc(NCC(c2ccccc2)c2ccccc2)n2ncnc2n1,-1,-0.5,11,-2,0,-1,-7,0.94
Cc1ccn(CC(=O)N/N=C/c2cc([N+](=O)[O-])ccc2O)n1,21,-11,14,-41,7,0,5,1.2
N#CCCn1cc(C(=O)O)c(-c2cccs2)n1,-6,-2.1,-4,-9,2,4,-2,1
O=C(NNC(=O)c1ccc(F)c(S(=O)(=O)N2CCOCC2)c1)c1ccc([N+](=O)[O-])cc1,10,-1.1,22,0,1,-4,-12,0.91
CCN(CC)C(=O)C1CCCN(Cc2cccc(Oc3ccccc3)c2)C1 (configuration not stated),-3,3.7,11,11,1,0,-14,0.93
Cc1ccc2nc(N3CCN(CCO)CC3)nc(-c3ccccc3)c2c1,9,1.2,-163,11,-80,-1,-9,0.89
COc1ccc(-c2nc(-c3ccccc3)c(-c3cccs3)[nH]2)cc1OC,-3,2.9,-292,3,8,-3,10,0.96
COc1cccc(NC(=S)NNC(=O)Cn2nc(C(F)F)cc2C(F)F)c1,-17,7.1,-3,-29,3,-6,-7,1.6
COC(=O)c1ccccc1NC(=O)c1ccc2c(c1)OCCO2,-6,-0.5,-45,-1,1,3,-7,0.96
O=S1(=O)N=C(Oc2cccc3ccccc23)c2ccccc21,-4,3.5,-52,9,2,1,-6,1.1
O=C(NCc1cccs1)c1ccc(Br)o1,-21,0.0,10,-3,2,2,-6,0.92
CC(=O)Nc1ccc(NC(=O)C2CCCN2C(=O)Nc2ccccc2[N+](=O)[O-])cc1 (configuration not stated),15,0.5,24,1,2,1,2,1.1
CC(C)CC1NC(=O)N(CC(=O)Nc2ccccc2-c2ccccc2)C1=O (configuration not stated),-17,4.1,8,-1,0,1,1,1.2
COc1ccccc1NC(=O)Nc1nnc(C(C)c2ccccc2)s1 (configuration not stated),-6,0.8,11,6,0,-2,-8,1.1
Cc1cc(C(=O)Nc2ccc(OCc3ccccc3)cc2)c(C)o1,101*,0.4,18,6,-2,19*,7,0.92

# Bioassay records from PubChem BioAssay.
